Statin myotox sup – suppressors of simvastatin-induced myotoxicity in C2C12 myotubes; actives 0.78% (n = 330,000); ATP luminescence, 48 h; scaled: DMSO 0, geranylgeraniol control 100; AID 602340; rescue of ATP level, % at 7.49 µM;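 active = mean ATP rescue above about 67%, or every replicate alone reaching that limit, limit read from the data, passing the limit was not always enough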;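 note: myotubes were challenged with 10 µM simvastatin during compound exposure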
Xi reactivation – activators of X-chromosome reactivation in mouse fibroblasts; XiGFP mouse fibroblasts, % GFP-positive cells imaging, 3 d; cells co-treated with 5-aza-dC sensitizer; scaled so ellipticine positive control = 100%; activation, % at 7.58 µM; actives 0.055% (n = 360,000);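 active = mean normalized replicate activation at least 10% and every replicate at or above 10%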;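 note: 0% = median of on-plate neutral control wells and 100% = ellipticine 6 µM median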
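Material: XiGFP fibroblasts, SV40-immortalized. Buffer or medium: DMEM plus 5-aza-dC sensitizer. Compound: single concentration per compound, delivered by pin transfer. Times: 3 days compound exposure. Controls: ellipticine 6 µM.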
S100A4 MyoIIA – blocks human S100A4 binding to myosin IIA peptide; P26447; S100A4/TAMRA-MyoIIA peptide fluorescence polarization; inhibition, % at 10.7 µM; actives 0.14% (n = 360,000);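 active = mean inhibition of at least 70% across replicates, with every replicate also reaching that level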
Target sequence (P26447 whole entry, looked up): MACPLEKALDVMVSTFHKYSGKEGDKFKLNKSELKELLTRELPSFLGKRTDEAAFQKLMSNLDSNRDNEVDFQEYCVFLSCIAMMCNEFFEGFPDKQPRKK
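Test system: S100A4 monomer protein. Medium: HEPES buffer with Ca2+, pH 7.2. Reagent: fluorescent myosin IIA peptide, 5 nM. Compound dosing: single-point compound testing. Timing: 5 min between mix addition and reading. Benchmarks: DMSO neutral and TFP positive wells.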
SIRT5 inh – blocks human SIRT5 desuccinylation of peptide; Q9NXA8; Purified SirT5, succinyl-peptide AMC, trypsin-coupled fluorescence; inhibition, % at 15 µM; actives 1.1% (n = 330,000); in the data active = inhibition above about 15%
ERAP1 inh – ERAP1 (human) enzyme inhibition; Q9NZ08; recombinant ERAP1, Leu-AMC fluorescence, 60 min; inhibition, % at 10.7 µM; actives 0.15% (n = 340,000);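 active = mean replicate inhibition of at least 30%, or all replicates individually reaching that 30% level; inactive = mean below 30% and not every replicate reaching it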;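 note: 0% = neutral control wells and 100% = L-leucinethiol positive control wells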
Target sequence (Q9NZ08 whole entry, looked up): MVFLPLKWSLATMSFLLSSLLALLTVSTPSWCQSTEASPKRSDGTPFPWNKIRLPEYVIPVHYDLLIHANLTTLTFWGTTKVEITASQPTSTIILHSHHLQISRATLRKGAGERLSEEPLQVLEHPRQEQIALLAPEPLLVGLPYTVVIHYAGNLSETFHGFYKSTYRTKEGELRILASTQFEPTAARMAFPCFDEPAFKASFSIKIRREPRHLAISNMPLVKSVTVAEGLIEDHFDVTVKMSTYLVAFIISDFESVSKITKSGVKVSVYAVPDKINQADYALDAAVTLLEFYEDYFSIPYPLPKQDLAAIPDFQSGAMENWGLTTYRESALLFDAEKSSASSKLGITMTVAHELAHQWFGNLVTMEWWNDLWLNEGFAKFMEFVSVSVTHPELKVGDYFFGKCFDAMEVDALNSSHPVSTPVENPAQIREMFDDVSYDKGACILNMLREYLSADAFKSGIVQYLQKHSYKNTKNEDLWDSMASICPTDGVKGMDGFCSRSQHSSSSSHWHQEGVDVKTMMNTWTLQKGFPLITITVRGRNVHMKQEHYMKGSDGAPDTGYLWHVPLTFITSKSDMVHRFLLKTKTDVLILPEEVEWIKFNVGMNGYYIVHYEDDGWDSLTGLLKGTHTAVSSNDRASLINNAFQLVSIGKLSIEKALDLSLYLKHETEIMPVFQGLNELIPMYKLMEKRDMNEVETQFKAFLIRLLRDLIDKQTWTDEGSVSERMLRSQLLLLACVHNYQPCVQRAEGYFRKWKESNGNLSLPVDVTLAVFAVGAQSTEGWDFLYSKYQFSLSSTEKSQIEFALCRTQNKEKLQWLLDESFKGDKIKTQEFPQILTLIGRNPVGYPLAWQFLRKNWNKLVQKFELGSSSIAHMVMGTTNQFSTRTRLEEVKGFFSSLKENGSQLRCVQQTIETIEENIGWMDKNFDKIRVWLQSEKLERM
LGR2 antag – blocks bursicon-induced cAMP signaling via Drosophila LGR2; AID 720647; HEK293 LGR2, CRE-luciferase, bursicon-stimulated, 4 h; inhibition, % at 9.99 µM; actives 0.35% (n = 380,000);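 active = drop in luminescence signal, shown as inhibition above about 50% in the replicate tests, limit read from the data, passing the limit was not always enough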;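 note: agonist challenge used bursicon conditioned medium at about half maximal strength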
Cneo AK release – Cryptococcus neoformans lysis via adenylate kinase release; lysis activity, % at 15 µM; C. neoformans lysis, adenylate kinase release luminescence, 4 h; normalised: neutral wells 0, clomiphene wells 100; actives 0.2% (n = 360,000); AID 651654;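 active = mean lysis activity across replicates of at least 80%, whatever share of replicates individually reach that level; inactive = mean lysis activity below 80%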
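Test system: log-phase Cryptococcus neoformans yeast cells; Quantity: yeast cell density of 5 × 10^6 cells/mL; Buffer or medium: YPD; Doses: single compound concentration per well; Timing: 4 h at 37 °C static, read 1 h later; Measured by: AK luminescence; Read-out basis: lysis from increased AK signal; Control set: Clomiphene as positive control.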
PGC1a acetyl inh – lowers PGC1a acetylation signal in U2OS cells; inhibition, % at 15.6 µM; actives 0.17% (n = 350,000); AlphaScreen anti-acetyl-lysine; with virally co-expressed GCN5 acetyltransferase;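 active = every replicate shows inhibition of at least 40%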;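 note: 0% = neutral control wells and 100% = positive control wells; some results beyond the cut were filed as inactive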
Numbers without * were called inactive. These rows are one share of the data, so the mix of outcomes need not match the whole.

What do the screens show for `Cn1c(=O)c2ccccc2n(Cc2cccc(F)c2)c1=O`?
Statin myotox sup: -4.5; Xi reactivation: 0.1; S100A4 MyoIIA: 10.9; SIRT5 inh: 8.2; ERAP1 inh: 0.4; LGR2 antag: -1.4; Cneo AK release: -3.2; PGC1a acetyl inh: -9.8

What do the screens show for `O=C(c1ccccc1)N1CC2(C1)[C@H](c1ccccc1)[C@H](CO)N2CC1CC1`?
Xi reactivation: 0.2; S100A4 MyoIIA: 9.6; SIRT5 inh: 2.8; ERAP1 inh: -2.0; LGR2 antag: 0.4; PGC1a acetyl inh: 2.0

Results for CO[C@H]1CN(C)C(=O)c2ccc(NC(=O)c3cccc(F)c3)cc2OC[C@H](C)N(C(C)=O)C[C@H]1C ?
Statin myotox sup: -3.2; Xi reactivation: 0.2; S100A4 MyoIIA: -17.0; SIRT5 inh: -0.6; ERAP1 inh: 0.1; LGR2 antag: -35.3; Cneo AK release: -0.5; PGC1a acetyl inh: 0.2

What do the screens show for `CCOc1ccc(/C(O)=C2/C(=O)C(=O)N(Cc3cccnc3)C2c2ccc(N(C)C)cc2)c(C)c1` (configuration not stated)?
Statin myotox sup: 4.6; S100A4 MyoIIA: 4.2; SIRT5 inh: -2.6; ERAP1 inh: -1.6; LGR2 antag: 3.6; Cneo AK release: 0.0; PGC1a acetyl inh: 0.2

What do the screens show for `C[C@@H]1CN([C@H](C)CO)C(=O)Cc2cc(NC(=O)CCCCCC(=O)Nc3ccccc3N)ccc2O[C@@H]1CN(C)C(=O)Nc1ccccc1`?
Statin myotox sup: 7.9; Xi reactivation: -0.3; S100A4 MyoIIA: 30.0; SIRT5 inh: 8.0; ERAP1 inh: -0.5; LGR2 antag: 3.5; Cneo AK release: -3.1; PGC1a acetyl inh: -10.5

How did CNC(=O)C[C@@H]1CC[C@@H]2[C@@H](COc3ccc(NC(=O)c4cc(F)cc(F)c4)cc3C(=O)N2C)O1 do in these assays?
Statin myotox sup: -3.0; Xi reactivation: 0.0; S100A4 MyoIIA: -7.1; SIRT5 inh: -0.8; ERAP1 inh: -2.2; LGR2 antag: 6.5; Cneo AK release: 53.1; PGC1a acetyl inh: 7.8

How did O=C(C[n+]1cccc(/C=N/O)c1)N1CCCc2ccccc21 do in these assays?
Statin myotox sup: -0.6; Xi reactivation: 0.0; S100A4 MyoIIA: 5.0; SIRT5 inh: 2.2; ERAP1 inh: -1.0; LGR2 antag: 2.0; PGC1a acetyl inh: 15.6

What do the screens show for `COc1ccccc1CC(NC(C)=O)C(=O)NC1CCN(C(=O)c2ccc(C)cc2)CC1` (configuration not stated)?
Statin myotox sup: -11.3; Xi reactivation: 0.1; S100A4 MyoIIA: -4.4; SIRT5 inh: 2.3; ERAP1 inh: 2.1; LGR2 antag: -6.0; Cneo AK release: 3.7; PGC1a acetyl inh: 0.8

How did O=C1Nc2ccccc2N(C(=O)c2c(F)cccc2F)C1c1nc2ccccc2[nH]1 (configuration not stated) do in these assays?
Xi reactivation: 0.1; S100A4 MyoIIA: -1.3; SIRT5 inh: 0.7; LGR2 antag: 14.2

What do the screens show for `COc1ccc(CN2C(=O)CCC2(C)c2nc3ccccc3[nH]2)cc1` (configuration not stated)?
Statin myotox sup: 1.4; Xi reactivation: 0.4; S100A4 MyoIIA: -2.8; SIRT5 inh: -1.8; ERAP1 inh: -1.2; LGR2 antag: -4.0; Cneo AK release: 1.2; PGC1a acetyl inh: 13.3

How did COc1cc(NS(=O)(=O)c2ccc(Cl)cc2)c(C(=O)O)cc1OC do in these assays?
Statin myotox sup: 12.5; Xi reactivation: -0.1; S100A4 MyoIIA: 0.4; SIRT5 inh: -0.3; ERAP1 inh: 0.8; LGR2 antag: -1.3; Cneo AK release: 1.8; PGC1a acetyl inh: -4.5

Results for COc1ccc(CN(C)C[C@H]2OCCCC[C@@H](C)Oc3ccc(NC(=O)Cc4ccccc4)cc3C(=O)N([C@@H](C)CO)C[C@H]2C)cc1 ?
Xi reactivation: 0.0; LGR2 antag: 5.9; Cneo AK release: 0.1; PGC1a acetyl inh: -3.3

Results for COc1ccc(OC)c(N2CC(O)(c3cccs3)[N+]3=C2SCCC3)c1 (configuration not stated) ?
Statin myotox sup: -0.2; Xi reactivation: 0.0; S100A4 MyoIIA: -28.6; SIRT5 inh: 0.8; ERAP1 inh: -1.8; LGR2 antag: -0.5; Cneo AK release: -3.3; PGC1a acetyl inh: 2.3

Results for c1ccc(C2C/C(=N\N3CCOCC3)c3ccccc3O2)cc1 (configuration not stated) ?
Statin myotox sup: 9.9; Xi reactivation: -0.1; S100A4 MyoIIA: 0.7; SIRT5 inh: 3.3; ERAP1 inh: -0.5; LGR2 antag: -23.7; Cneo AK release: -1.1; PGC1a acetyl inh: -1.9

What do the screens show for `C[C@H]1CN([C@@H](C)CO)C(=O)c2cc(NC(=O)NC3CCCCC3)ccc2O[C@@H]1CN(C)C(=O)Nc1ccc(C(F)(F)F)cc1`?
Statin myotox sup: -13.9; Xi reactivation: -0.2; S100A4 MyoIIA: -4.5; SIRT5 inh: -4.8; ERAP1 inh: 2.2; LGR2 antag: -13.7; Cneo AK release: -0.3; PGC1a acetyl inh: -8.0

Results for O=S(=O)(N[C@@H]1CC[C@H](CCn2cc(C3CC3)nn2)O[C@@H]1CO)c1ccc(F)cc1 ?
Statin myotox sup: 9.4; Xi reactivation: -0.6; S100A4 MyoIIA: -1.3; SIRT5 inh: -0.2; ERAP1 inh: -0.2; LGR2 antag: 0.5; Cneo AK release: 28.2; PGC1a acetyl inh: 1.0

Results for CCC(=O)N1C[C@H](O)COC[C@@H]2O[C@@H](CC(=O)N3CCCCC3)CC[C@H]21 ?
Statin myotox sup: 5.5; Xi reactivation: 0.2; S100A4 MyoIIA: -8.3; SIRT5 inh: -2.1; ERAP1 inh: -0.9; LGR2 antag: -3.7; Cneo AK release: 0.5; PGC1a acetyl inh: -4.3

What do the screens show for `C[C@H](CO)N1C[C@H](C)[C@H](CN(C)S(C)(=O)=O)Oc2ccc(NC(=O)CCCN(C)C)cc2CC1=O`?
Xi reactivation: -0.1; S100A4 MyoIIA: 5.1; ERAP1 inh: 2.2; LGR2 antag: -7.3; PGC1a acetyl inh: -0.4

What do the screens show for `Cc1ccc(CNS(=O)(=O)c2ccc(-c3cnc(C4CC4)o3)cc2)cc1`?
Statin myotox sup: -4.9; Xi reactivation: 0.1; S100A4 MyoIIA: 0.7; SIRT5 inh: 1.1; ERAP1 inh: -0.9; LGR2 antag: -4.9; Cneo AK release: 6.2

How did Cc1cc(C)c(S(=O)(=O)Nc2cccc(C(=O)O)c2)cc1S(=O)(=O)Nc1cccc(C(=O)O)c1 do in these assays?
Xi reactivation: 0.3; S100A4 MyoIIA: -4.9; SIRT5 inh: 2.1; ERAP1 inh: -40.1; LGR2 antag: 6.5; PGC1a acetyl inh: 6.4

Results for C[C@H](CO)N1C[C@H](C)[C@@H](CN(C)S(=O)(=O)c2ccc(F)cc2)OCCCC[C@H](C)Oc2ccc(N(C)C)cc2C1=O ?
Statin myotox sup: 14.2; Xi reactivation: 0.2; S100A4 MyoIIA: -3.7; SIRT5 inh: 6.7; ERAP1 inh: -0.2; LGR2 antag: 3.9; Cneo AK release: 1.0; PGC1a acetyl inh: -1.1

How did CCOC(=O)N1CCN(C(=O)c2ccc(OC)cc2)CC1 do in these assays?
Xi reactivation: 0.2; S100A4 MyoIIA: -0.1; SIRT5 inh: 2.2; LGR2 antag: 4.2

Results for C[C@@H]1CN([C@H](C)CO)C(=O)c2cc(-c3cccc(C(=O)N(C)C)c3)cnc2O[C@@H]1CN(C)S(=O)(=O)c1ccccc1 ?
Statin myotox sup: 0.2; Xi reactivation: -0.1; S100A4 MyoIIA: 5.6; SIRT5 inh: -3.7; ERAP1 inh: 3.4; LGR2 antag: 16.0; Cneo AK release: -2.7; PGC1a acetyl inh: 3.1

How did C#Cc1ccc(NC(=O)C2(C)CCN2C(=O)C/C=C/c2ccccc2)cc1 (configuration not stated) do in these assays?
Statin myotox sup: -0.6; Xi reactivation: -0.2; S100A4 MyoIIA: -0.7; SIRT5 inh: -1.1; ERAP1 inh: -1.7; LGR2 antag: 10.9; Cneo AK release: -1.1; PGC1a acetyl inh: -0.2

What do the screens show for `N#C[C@@H]1[C@@H](c2ccc(-c3cccc(F)c3)cc2)[C@@H](CO)N1C(=O)NC1CCCCC1`?
Xi reactivation: -0.1; S100A4 MyoIIA: -9.7; SIRT5 inh: 3.8; ERAP1 inh: 0.2; LGR2 antag: 43.0

What do the screens show for `O=S(=O)(c1ccc2c(c1)OCCO2)N1CCN(S(=O)(=O)c2ccco2)CC1`?
Statin myotox sup: 6.6; Xi reactivation: -0.3; S100A4 MyoIIA: 4.0; ERAP1 inh: 5.6; Cneo AK release: 1.1

What do the screens show for `O=C(Nc1ccc(F)c(Cl)c1)c1ccc2sc([C@@H]3O[C@H](CO)[C@H](O)[C@H](O)[C@H]3O)nc2c1`?
Statin myotox sup: -4.0; Xi reactivation: -0.1; S100A4 MyoIIA: -7.2; ERAP1 inh: -2.1; LGR2 antag: 7.3; Cneo AK release: -0.9; PGC1a acetyl inh: 2.0

What do the screens show for `Cc1ccc(S(=O)(=O)NC(=O)c2cc(C)n(C3CC3)c2C)cc1`?
Statin myotox sup: -2.1; Xi reactivation: 0.3; S100A4 MyoIIA: -0.7; ERAP1 inh: -0.9; LGR2 antag: 1.3; Cneo AK release: -2.9

What do the screens show for `C[C@H]1CN([C@@H](C)CO)C(=O)c2cc(NC(=O)c3ccncc3)ccc2O[C@H]1CN(C)C(=O)Nc1ccc(C(F)(F)F)cc1`?
Statin myotox sup: -36.7; Xi reactivation: -0.9; S100A4 MyoIIA: 27.8; SIRT5 inh: -3.1; ERAP1 inh: -0.4; LGR2 antag: -14.8; Cneo AK release: 4.7; PGC1a acetyl inh: 7.0

Results for COc1ccc(-n2c(Cc3cccn3C)nnc2SCC(=O)Nc2ccccc2F)cc1 ?
Statin myotox sup: 0.6; Xi reactivation: 0.0; S100A4 MyoIIA: -10.1; ERAP1 inh: -0.4; LGR2 antag: -9.3; Cneo AK release: 2.7

Results for Cc1ccc2nc(/C(C#N)=C\c3cc(C)n(-c4cccc([N+](=O)[O-])c4)c3C)[nH]c2c1 ?
Statin myotox sup: -67.4; LGR2 antag: -23.2; Cneo AK release: -2.5; PGC1a acetyl inh: -4.3

How did COc1cc2oc3ccc(C#Cc4ccccn4)cc3c(=O)c2cc1OC do in these assays?
Statin myotox sup: -22.6; Xi reactivation: 0.0; S100A4 MyoIIA: 3.8; SIRT5 inh: -5.9; ERAP1 inh: -2.3; Cneo AK release: -3.8; PGC1a acetyl inh: 2.6

Results for Cc1csc(NC(=O)CSC2=NS(=O)(=O)c3cc(F)ccc3N2)n1 ?
Statin myotox sup: 11.3; Xi reactivation: 0.0; S100A4 MyoIIA: 2.8; SIRT5 inh: 2.0; ERAP1 inh: -0.1; LGR2 antag: 1.5; Cneo AK release: -0.8

Screening results (PubChem BioAssay)
